Bioassay records (PubChem BioAssay)
aSyn rescue – rescues yeast growth from alpha-synuclein toxicity; Yeast expressing alpha-synuclein, growth rescue, BacTiter-Glo, 24 h; Potency, µM (doses to about 46.1 µM), without a hit: top-dose growth rescue (activation), most hits filed as activators; actives 0.14% (n = 370,000); AID 652106; note: potency is the fitted concentration of half-maximal effect; % of control where 0% means no effect; nearly all actives have a fitted effect of over 65% in size
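Screening used galactose-induced yeast with toxic alpha-synuclein levels, exposed to compound for 24 hr at 30 deg C. Cell growth, read with BacTiter-Glo luminescence, gave the measured signal.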
PTHR1 agonist – PTHR1 (human) receptor agonism | Q03431 | HEK293 GP2 PTHR1 cells, GloSensor cAMP luminescence, 1 h | Potency, µM (titrated, usually from 115 µM), for inactives: top-dose activation, usual class: activators | actives 0.075% (n = 410,000); note: potency is the fitted concentration of half-maximal effect; nearly all actives have a fitted effect of over 55% in size; some results filed as inactive show a strong effect at the top dose; inactives centre near -15; many of its hits are not listed in these tables
Target sequence (Q03431 whole entry, looked up): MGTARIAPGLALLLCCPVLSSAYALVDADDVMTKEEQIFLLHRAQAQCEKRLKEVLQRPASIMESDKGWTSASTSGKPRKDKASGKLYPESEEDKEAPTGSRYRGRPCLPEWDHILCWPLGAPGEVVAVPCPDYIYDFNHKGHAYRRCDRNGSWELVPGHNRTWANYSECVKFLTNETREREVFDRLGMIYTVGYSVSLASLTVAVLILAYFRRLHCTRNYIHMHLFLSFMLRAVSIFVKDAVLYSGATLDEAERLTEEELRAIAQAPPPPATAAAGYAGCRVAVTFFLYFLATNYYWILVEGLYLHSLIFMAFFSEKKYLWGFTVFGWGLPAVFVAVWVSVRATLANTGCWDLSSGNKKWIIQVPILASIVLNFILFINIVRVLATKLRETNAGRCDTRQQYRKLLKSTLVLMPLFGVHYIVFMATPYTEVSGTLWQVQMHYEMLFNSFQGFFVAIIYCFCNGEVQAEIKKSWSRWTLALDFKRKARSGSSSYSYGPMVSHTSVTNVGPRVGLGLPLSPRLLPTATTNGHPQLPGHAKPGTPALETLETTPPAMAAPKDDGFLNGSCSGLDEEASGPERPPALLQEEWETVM
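HEK-293-derived GP2 cells expressing PTHR1 and a GloSensor cAMP reporter, 3,000/well, plated overnight, given luciferin plus IBMX (each 0.5 mM as added) for 1 h at 37 °C, then compound for 1 h at 37 °C. Luminescence was read after 15 min at room temperature.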
D3 ag – D3 dopamine receptor (human) agonism; actives 0.58% (n = 410,000); AID 652048; D3R DiscoveRx beta-arrestin cells, luminescence, 90 min; max activation, %; P35462; in the data active = max activation above about 30%; note: 0% is about no effect; mostly tested at two doses, the higher about 12 µM
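Agonist mode: compounds and dopamine controls were applied to plated cells for 90 min at 37 degrees C after an overnight attachment at 1500 cells/well. Luminescent read-out followed 30 - 60 minutes at room temperature with DiscoveRx detection reagent.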
GLP-1R inv ag – acts as inverse agonist at human GLP-1 receptor; P43220; HEK293 GLP-1R CRE-luciferase, luminescence, 24 h; GLP-1R form is constitutively active; Potency, µM (titrated, usually from 38.3 µM), for inactives: at the top dose activity change, negative = inhibition, actives largely listed as inhibitors; actives 1.6% (n = 410,000); AID 624417; note: potency is the fitted concentration of half-maximal effect; % is set by controls: 0 for no effect and ±100 for the full control effect; nearly all actives have a fitted effect of over 55% in size
Target sequence (P43220 whole entry, looked up): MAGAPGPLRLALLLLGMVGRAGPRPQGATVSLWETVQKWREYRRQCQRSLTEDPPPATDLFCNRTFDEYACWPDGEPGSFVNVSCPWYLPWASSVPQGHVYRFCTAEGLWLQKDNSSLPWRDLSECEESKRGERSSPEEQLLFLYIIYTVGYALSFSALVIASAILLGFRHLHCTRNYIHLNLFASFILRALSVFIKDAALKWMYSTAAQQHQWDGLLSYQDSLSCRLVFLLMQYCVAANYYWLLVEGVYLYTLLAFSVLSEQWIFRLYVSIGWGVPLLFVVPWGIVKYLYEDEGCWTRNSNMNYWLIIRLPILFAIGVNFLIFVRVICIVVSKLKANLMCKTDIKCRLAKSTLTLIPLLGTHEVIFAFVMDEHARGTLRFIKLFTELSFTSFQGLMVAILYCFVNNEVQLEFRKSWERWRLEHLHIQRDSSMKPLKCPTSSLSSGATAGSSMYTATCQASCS
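Constitutively active GLP-1R drives a cAMP-responsive luciferase in stably transfected HEK293 cells; test compounds are added after overnight (12 h) attachment and left 24 hr, and signal loss in luminescence marks inhibition.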
HEK293 tox – cytotoxicity counter-screen for GLP-1 receptor inverse agonists. HEK293 cAMP-luciferase reporter cells, luminescence, 24 h. Potency, µM (top dose mostly 38.3 µM), inactives show top-dose activity change, negative = inhibition, actives largely listed as inhibitors. actives 0.13% (n = 410,000). AID 624418;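 note: loss of luciferase light is scored as toxicity; potency is the fitted concentration of half-maximal effect; % is set by controls: 0 for no effect and ±100 for the full control effect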
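Cells in DMEM/10% Nu serum/1% pen-strep, 1536-well format. Pre-incubated 12 h, dosed with 23 nL compound, incubated a further 24 h. Luciferase detection, 12 min at room temp, luminescence.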
GLP-1R agonist – agonists of human GLP-1 receptor; AID 624172; actives 0.007% (n = 380,000); P43220; HEK293 GLP-1R CRE-luciferase, luminescence, 4-6 h; cells express a hypersensitive GLP-1R form; Potency, µM (series often up to 45.6 µM), for the others: at the top dose activation, usual class: activators; note: potency is the fitted concentration of half-maximal effect; % of control where 0% means no effect
TDP-43 yeast inh – inhibitors of TDP-43 toxicity in yeast | TDP-43 expressing yeast growth rescue, BacTiter-Glo, 24 h | Potency, µM (doses to about 46.1 µM), for inactives: at the highest dose growth rescue (activation), actives largely listed as activators | actives 1.8% (n = 410,000) | AID 652104; note: potency is the fitted concentration of half-maximal effect; % of control where 0% means no effect; nearly all actives have a fitted effect of over 50% in size
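Yeast cells expressing TDP-43 under galactose induction are exposed to compounds for 24 hr at 30 deg C. BacTiter-Glo luminescence measures growth, so protective compounds score as activators.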
DRD3 antagonist – antagonists of human D3 dopamine receptor; max response, negative = inhibition, %; D3R cells, DiscoveRx beta-arrestin luminescence, antagonist mode; stronger effect = lower value; P35462; actives 2.5% (n = 360,000); AID 652054; in the data active = max response below about -50%; inconclusive = no clear call, values can overlap the other calls; note: % is set by controls: 0 for no effect and ±100 for the full control effect; mostly tested at two doses, the higher about 12 µM
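Cells plated overnight at 1500 cells/well, then exposed to library compounds with dopamine controls for 90 minutes at 37 degrees C. DiscoveRx reagent added for 30–60 minutes at room temperature; luminescence read, quantitative HTS format.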
KB-V1 MDR tox – KB-V1 MDR subline cytotoxicity | KB-V1 MDR cells viability, CellTiter-Glo, 72 h | Potency, µM (titrated, usually from 46.1 µM), for inactives: top-dose activity change, negative = cytotoxicity, actives largely listed as cytotoxic | actives 3.4% (n = 400,000) | AID 1347076; note: potency is the fitted concentration of half-maximal effect; % is set by controls: 0 for no effect and ±100 for the full control effect; nearly all actives have a fitted effect of over 60% in size
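Drug-selected KB-V1 cells, grown in DMEM lacking phenol red with 10% FBS, receive compound titrations; after three days at 37 degrees C, surviving cell ATP is quantified by CellTiter-Glo luminescence and responses normalized and curve-fitted.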
Starred values were filed as active, the others as inactive; i = inactive; u = inconclusive; x = not tested or not shown; [ ] = remark or other dose. Unless noted, calls come from the whole dose curve; as a rule, active = well fitted curve in the direction sought with a large enough effect; inconclusive = small, poorly fitted or top-dose-only effect, or another doubt; inactive = no such curve, though single readings can be large; an effect the other way counts as inactive or inconclusive.

SMILES | aSyn rescue | PTHR1 agonist | D3 ag | GLP-1R inv ag | HEK293 tox | GLP-1R agonist | TDP-43 yeast inh | DRD3 antagonist | KB-V1 MDR tox
Cc1ccc(Cl)cc1N1CCN(S(=O)(=O)c2cccc(S(=O)(=O)N3CCCC3)c2)CC1 | 0.7% | -7.3% | -4.3 | u | 43.5%[activator] | -16.3% | 8.4% | u | -8.7%
CCOC(=O)c1cc(-c2cccnc2)nn1-c1ccccc1C | -2.0% | -3.8% | -10.3 | -27.1% | -7.1% | 10.6% | 6.1% | -4.3 | -23.9%
Cc1c(Cl)ccc2sc(NC(=O)C3CC3)nc12 | -22.9% | -28.9% | 1.3 | u | 12.4% | 11.3% | 17.0% | 14.0 | 2.0%
COc1ccc(S(=O)(=O)Nc2ccc(C)cc2)cc1OC | 1.5% | -10.6%[57.5 µM] | 15.5 | -6.3% | 0.2% | 7.3% | -11.4% | 23.9 | u
Cc1ccc(S(=O)(=O)N(C)C)cc1NC(=S)N(CCC#N)Cc1cccnc1 | -1.4% | -6.5% | -1.6 | -17.5% | 4.5% | 8.1% | -14.0% | -7.8 | u
CCOC(=O)C1CCCC(NS(=O)(=O)c2ccc(NC(C)=O)cc2)C1 (stereo not given) | -1.7% | i | 0.0 | 0.0% | -13.4% | -10.3% | 12.3% | 9.8 | 2.4%
CN(CC(=O)Nc1ccccc1C(F)(F)F)C(=O)CN1C(=O)C2CCCCC2C1=O (stereo not given) | -3.0% | 8.3% | 3.0 | 10.5% | -1.4% | 2.4% | -16.0% | 1.7 | -10.6%
Cn1c(=O)c2sccc2n2c(CCCC(=O)Nc3ccc(Oc4ccc(Cl)cc4)cc3)nnc12 | x | -95.0%[inhibitor] | 10.5 | 4.8% | -7.3% | x | 10.7% | x | x
Cc1ccc(-c2csc3ncnc(N4CCN(S(=O)(=O)c5cccs5)CC4)c23)cc1 | 15.5% | -6.5% | 5.7 | 26.6% | -4.2% | 0.3% | 4.47µM* | 11.1 | u
CC(/C=C/c1ccccc1)=N/NC(=O)c1cnccn1 | 0.4% | i | 4.0 | 4.1% | 1.4% | -8.8% | -2.9% | 15.9 | 9.2%
CCOC(=O)C1(Cc2ccccc2C(F)(F)F)CCN(C2CCN(C(C)C)CC2)CC1 | -2.5% | i | -3.6 | u | -16.7% | 22.1% | -6.6% | 0.2 | u
Clc1ccc(-n2c(Cc3ccccc3)nnc2SCc2nc(-c3cccs3)no2)cc1 | x | -2.3% | -5.3 | 9.3% | 3.2% | x | u | x | u
COc1ccc(Cl)cc1NC(=S)NCCc1ccc(S(N)(=O)=O)cc1 | -4.8% | i | -8.6 | -2.2%[7.66 µM] | -2.2%[7.66 µM] | 5.6% | -5.3%[9.22 µM] | -17.8 | -6.8%
Nc1nonc1-n1nnc(C(=O)N/N=C/c2cccc(Cl)c2)c1CSc1ccccc1 | 0.2% | -16.1% | 38.8* | u | 3.0% | -3.4% | -27.1% | 11.9 | 9.7%
COc1ccccc1NS(=O)(=O)c1cccc(NC(=O)c2cncc(Br)c2)c1 | -0.9% | -52.8%[inhibitor] | 9.5 | u | 0.2% | 2.7% | -32.7%[inhibitor] | 5.9 | -0.2%
CCOC(=O)c1cc(COc2cc(Cl)cc(Cl)c2)on1 | 6.2% | i | -9.9 | 4.2% | 6.3% | 1.2% | 5.5% | 6.4 | 26.5%
Cc1ccc(N=C2SCCCN2C(=O)c2ccco2)cc1Cl | -10.0% | i | 1.7 | u | 2.4% | 12.3% | -27.9% | 5.7 | -15.0%
Nc1nccnc1C(=O)OCC(=O)NC1CCCc2ccccc21 (stereo not given) | -2.6% | -14.9% | 0.1 | 16.2% | -10.0% | -3.4% | 23.2% | 1.5 | u
O=c1[nH]c(Nc2ccccc2Cl)cc2ccccc12 | -11.7% | -14.5% | 11.8 | -8.8% | 5.6% | -0.5% | u | 18.6 | 22.7%
CCC(=O)Nc1cccc(NC(=O)c2ccccc2Br)c1 | 9.7% | i | -1.3 | 24.7% | -17.3% | 1.5% | 22.7% | 11.2 | 8.4%
O=C(NCc1ccccc1)c1ccc(S(=O)(=O)Nc2cccc(C(F)(F)F)c2)cc1 | 4.3% | -5.7% | -0.8 | 10µM* | -14.4% | 1.1% | -5.4% | u | -7.6%
CCCCC[C@@H]1C=C(C(=O)O)[C@H](c2cccc(C)c2)N1S(=O)(=O)c1ccc(C)cc1 | -20.5% | -9.4% | 16.1 | u | 1.3% | 5.4% | u | -4.5 | 32.5%
Cc1cc2nc(C(C)(C)C)c(Cc3ccccc3)n2c(C)c1Br | -3.2% | u | -20.6 | u | 7.7% | -0.3% | 0.0% | -97.1* | -17.2%
COc1ccc2nc(NC(=O)c3nc(S(=O)(=O)Cc4ccccc4)ncc3Cl)sc2c1 | x | -42.5%[inhibitor] | -16.3 | u | u | x | u | x | x
CN(C)c1ccc(-n2cc3c(=O)n(C)c(=O)n(C)c3c2)cc1 | -3.2% | -46.9%[inhibitor][57.5 µM] | 2.5 | 78.0%[activator] | -1.6% | 5.3% | 9.6% | 37.8 | -23.8%
O=C(COC(=O)/C=C/c1cccs1)Nc1nc(-c2ccccc2)cs1 | 2.3% | -44.5%[inhibitor] | -9.2 | -26.8% | -10.9% | 3.7% | -14.2%[9.22 µM] | -14.5 | 0.0%
Cc1oc(-c2cccc(F)c2)nc1CN1CCCN(C(=O)c2ccco2)CC1 | 5.7% | i | -17.2 | 12.6% | -3.5% | 11.6% | 23.5% | -61.5* | -10.4%
CC(=O)c1cccc(NC(=O)N2CCC(NC(=O)C3CCCCC3)CC2)c1 | -0.5% | i | 19.0 | 5.2% | -14.7% | -0.1% | 8.7% | 6.8 | -5.1%
O=C(CSc1nnc(CNC(=O)c2cccs2)o1)Nc1ccc(F)cc1F | 0.4% | -8.0% | -6.9 | 6.1% | -1.0% | -0.8% | -6.9% | 2.9 | 6.6%
O=C(O)/C(=C\c1cccc(F)c1)c1ccc(S(=O)(=O)N2CCCCC2)s1 | -6.2% | i | 6.7 | 6.0% | -2.5% | -5.6% | -13.6% | -17.3 | -8.5%
CN(CCOc1ccccc1)C(=O)c1cc(S(=O)(=O)N2CCOCC2)ccc1Cl | -8.1% | -31.4% | -5.4 | -13.0% | -1.6% | 8.9% | -4.8% | -9.4 | u
CCOC(=O)c1noc2ncn(Cc3cccc(C#N)c3)c(=O)c12 | x | -6.7% | -18.5 | 6.4% | -10.4% | x | -22.5% | x | u
O=C(COC(=O)c1cc(Cl)ccc1O)Nc1cc(C(F)(F)F)ccc1N1CCOCC1 | -2.2% | -51.5%[inhibitor] | 7.7 | 3.4% | -5.3% | -2.0% | -2.2% | 3.1 | 10.9%
COc1ccc(/C=C(\NC(=O)c2ccc(OC)cc2)C(=O)N2CCCCC2)cc1 | 3.2% | -54.2%[inhibitor] | 2.5 | u | 2.9% | 5.3% | 27.1% | 11.8 | 15.9%
CC(C)OCCCn1c(=NC(=O)c2cccs2)c(C#N)cc2c(=O)n3ccccc3nc21 | -6.8% | -17.0% | 9.6 | 110.5%[activator] | 459.1%[activator] | 8.0% | 5.2% | 22.4 | u
CCOC(=O)C1C(=O)CC(C)(O)C(C(=O)OCC)C1c1ccc(OC)cc1 (stereo not given) | 1.3% | i | 4.7 | -5.1% | -12.6% | -7.0% | -7.7% | -2.1 | 0.7%
CCOc1ccc(NC(=O)CSc2nnc(-c3ccncc3)n2-c2ccccc2)cc1 | x | i | -7.2 | 3.7% | 0.4% | x | -0.5% | x | -11.7%
CN1CCCC(CC2Oc3ccccc3Sc3ccccc32)C1 (stereo not given) | -0.1% | i | -38.9 | 5.62µM* | u | -3.1% | -5.7% | -84.4* | u
O=C(CCCn1cnc([N+](=O)[O-])n1)Nc1ccc(Cl)c(Cl)c1 | -3.0% | -19.8% | -7.2 | 7.1% | 15.5% | -2.0% | -15.7% | -10.4 | -21.9%
CNC(=O)COC(=O)C1CCN(S(=O)(=O)c2ccc3c(c2)OCCO3)CC1 | 0.9% | i | -9.9 | 11.2% | 1.1% | -2.4% | 6.2% | -3.3 | -1.8%
COc1ccccc1-c1cn[nH]c1-c1ccc(OCc2ccc(F)cc2)cc1O | -31.4%[inhibitor] | i | 5.1 | u | -19.2% | -1.2% | u | 13.6 | -3.3%
COCCCn1c(SCC(=O)NC2CCCCC2)nnc1-c1ccncc1 | -0.8% | i | 1.9 | 2.7% | 4.5% | -0.3% | 10.2% | 5.0 | -12.4%

Retrieved by compound from above, 5 records:
SMILES | aSyn rescue | PTHR1 agonist | D3 ag | GLP-1R inv ag | HEK293 tox | GLP-1R agonist | TDP-43 yeast inh | DRD3 antagonist | KB-V1 MDR tox
COCCCn1c(SCC(=O)NC2CCCCC2)nnc1-c1ccncc1 | -0.8% | i | 1.9 | 2.7% | 4.5% | -0.3% | 10.2% | 5.0 | -12.4%
CNC(=O)COC(=O)C1CCN(S(=O)(=O)c2ccc3c(c2)OCCO3)CC1 | 0.9% | i | -9.9 | 11.2% | 1.1% | -2.4% | 6.2% | -3.3 | -1.8%
O=C(CCCn1cnc([N+](=O)[O-])n1)Nc1ccc(Cl)c(Cl)c1 | -3.0% | -19.8% | -7.2 | 7.1% | 15.5% | -2.0% | -15.7% | -10.4 | -21.9%
CN1CCCC(CC2Oc3ccccc3Sc3ccccc32)C1 (stereo not given) | -0.1% | i | -38.9 | 5.62µM* | u | -3.1% | -5.7% | -84.4* | u
CCOc1ccc(NC(=O)CSc2nnc(-c3ccncc3)n2-c2ccccc2)cc1 | x | i | -7.2 | 3.7% | 0.4% | x | -0.5% | x | -11.7%

Some of the compounds tested; the hit share may differ from the screen's.
